PGE2 EP2 inh – blocks the human prostaglandin E2 receptor EP2; P43116; C6 glioma cells expressing human EP2, cAMP TR-FRET; cells stimulated with saturating PGE2; inhibition, % at 25 µM; hit rate 0.52% among 260,000; AID 1422;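 active means percent inhibition above 40 after rounding to a whole number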;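 further: rat C6 glioma host cells with rolipram phosphodiesterase inhibitor present; the protocol text gives 20 µM as final concentration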
RBBP9 inh – human RBBP9 hydrolase inhibition | O75884 | recombinant RBBP9, FP-Rh probe fluorescence polarization | inhibition, % at 7.94 µM | hit rate 0.2% among 220,000 | AID 1515;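 active means inhibition above the campaign mean of all tested compounds plus 3 SD, cut at about 14% in these data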;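 further: plate controls were DMSO wells with RBBP9 for no effect and wells lacking RBBP9 protein for full effect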
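Test system: recombinant human RBBP9. Quantity: 2.5 µM RBBP9 dispensing solution, before mixing. Detection: FP readout at 525/598 nm. Reagent: Serine-hydrolase probe FP-Rh, 375 nM pre-mixing. Measure: % inhibition. Control set: DMSO-treated enzyme wells and wells lacking RBBP9. Buffer or medium: Tris-NaCl-Pluronic buffer, pH 8.0. Times: preincubation 30 min plus labeling 45 min at 25 °C.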
p97 inhibitor – blocks human p97 ATPase activity | AID 1481 | recombinant p97 ATPase, Kinase-Glo ATP luminescence, 3 h | hit rate 0.42% among 220,000 | inhibition, % at 8 µM | P55072; in the data active means inhibition above about 15%;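 further: 0% = DMSO vehicle and 100% = wells lacking enzyme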
PPC-1+TRAIL kill – kills PPC-1 cancer cells in the presence of TRAIL. hit rate 0.41% among 220,000. PPC-1 cells + TRAIL, ATPLite viability luminescence. AID 1443. cell killing (% activity), % at 4 µM;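 active means cell killing above 50% in the first pass at 4 µM, then a duplicate retest at 5 µM averaging 50% or more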;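 further: plate controls were cells with TRAIL plus DMSO for no effect and medium-only wells lacking cells for full effect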
BaF3 parental – parental Ba/F3 viability inhibition as JAK2V617F counter-screen. inhibition, % at 5.6 µM. CellTiter-Glo ATP luminescence. hit rate 1.1% among 220,000. AID 1486;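 active means inhibition above a per-campaign cutoff, the mean inhibition of all tested compounds plus 3 SD, cut at about 27% in these data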;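 further: 0% = DMSO wells and 100% = JAK Inhibitor I control wells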
NCF1 inh – p47phox (human) inhibition; P14598; p47phox/p22phox peptide binding, fluorescence polarization, 2 h; inhibition, % at 24.7 µM; hit rate 0.53% among 220,000; AID 1274;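 active means inhibition above about 30%, limit read from the data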;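 further: 0% = p47phox with labelled peptide and 100% = labelled peptide alone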
Target sequence (P14598 whole entry, looked up): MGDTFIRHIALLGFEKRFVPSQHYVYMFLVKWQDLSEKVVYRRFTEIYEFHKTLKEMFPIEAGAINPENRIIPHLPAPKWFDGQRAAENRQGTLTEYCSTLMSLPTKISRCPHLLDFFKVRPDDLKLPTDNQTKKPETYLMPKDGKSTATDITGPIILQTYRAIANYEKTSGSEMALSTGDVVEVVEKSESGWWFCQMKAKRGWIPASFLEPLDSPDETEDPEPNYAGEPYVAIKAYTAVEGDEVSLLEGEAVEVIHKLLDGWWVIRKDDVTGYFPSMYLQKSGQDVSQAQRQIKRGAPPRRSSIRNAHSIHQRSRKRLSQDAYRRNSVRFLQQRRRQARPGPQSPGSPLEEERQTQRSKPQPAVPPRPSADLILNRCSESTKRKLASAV
Tb hexokinase – T. brucei hexokinase 1 inhibition; inhibition, % at 10 µM; hit rate 0.11% among 220,000; recombinant TbHK1, G6PDH-coupled NADH A340; AID 1430;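 active means inhibition of 50% or more in the single-dose primary screen; inactive means inhibition below 50%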
Ba/F3 V617F tox – reduce viability of Ba/F3 cells dependent on JAK2V617F. Ba/F3 EpoR-JAK2V617F viability, ATP luminescence. inhibition, % at 5.6 µM. hit rate 1.1% among 220,000. AID 1446;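 active means inhibition above the campaign mean plus 3 SD over all tested compounds, cut at about 24% in these data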;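 further: cytokine-independent growth of Ba/F3 cells driven by EpoR plus mutant JAK2; 0% = DMSO-treated cells and 100% = JAK inhibitor I control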
Furin inhibitor – human furin inhibition; P09958; purified furin, fluorogenic substrate cleavage; inhibition, % at 30 µM; hit rate 0.061% among 220,000; in the data active means inhibition above about 25%; further: inactives centre near -15
Target sequence (P09958 108-714 limits assumed): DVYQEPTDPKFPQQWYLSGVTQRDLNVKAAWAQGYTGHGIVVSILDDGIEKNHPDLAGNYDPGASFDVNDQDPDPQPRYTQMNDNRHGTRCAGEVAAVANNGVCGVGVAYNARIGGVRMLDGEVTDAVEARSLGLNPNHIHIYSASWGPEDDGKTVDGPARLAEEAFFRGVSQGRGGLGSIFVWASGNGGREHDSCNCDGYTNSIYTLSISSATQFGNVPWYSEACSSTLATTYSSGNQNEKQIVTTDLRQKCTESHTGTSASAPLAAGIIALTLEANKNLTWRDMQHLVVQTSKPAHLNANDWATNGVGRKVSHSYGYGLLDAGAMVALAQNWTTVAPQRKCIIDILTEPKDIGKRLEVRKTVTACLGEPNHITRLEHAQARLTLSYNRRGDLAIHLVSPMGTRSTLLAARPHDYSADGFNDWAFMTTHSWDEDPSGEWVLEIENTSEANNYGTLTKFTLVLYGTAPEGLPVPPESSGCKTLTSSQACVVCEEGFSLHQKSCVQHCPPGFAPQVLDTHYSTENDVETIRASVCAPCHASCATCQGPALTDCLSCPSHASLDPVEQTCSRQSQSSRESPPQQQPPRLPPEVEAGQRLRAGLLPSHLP
Numbers without * were called inactive; x = no result given; & = joins results of further samples; [ ] = another dose, or the depositor's remark.

Compound	PGE2 EP2 inh	RBBP9 inh	p97 inhibitor	PPC-1+TRAIL kill	BaF3 parental	NCF1 inh	Tb hexokinase	Ba/F3 V617F tox	Furin inhibitor
Cc1cccc(-c2nc(NCCCN3CCOCC3)c3ccccc3n2)c1	29	-5	-1	10	3	-20	-21	-2	-10[20 µM]
CCC(C)c1ccc(NC(=S)NC(C)C2CCCO2)cc1 (stereo not given)	1	5	5	0	-2	x	-6	0	-29
Cn1c(=O)c2c(nc(Sc3ccccc3N)n2C)n(C)c1=O	13	-1	1	18	0	1	4	1	-25
CCN(CCCNC(=O)C1CCN(S(=O)(=O)c2cnc[nH]2)CC1)c1ccccc1	4	-7	3	-3	2	-10	-5	0	-25[20 µM]
O=C(COC(=O)CCSc1ccccc1)NCc1ccccc1	1	-18	-5	0	6	-5	-1	5	-22
CS(=O)(=O)N(Cc1ccc(Cl)cc1)c1ccc(C(=O)N2CCN(c3ccccc3)CC2)cc1	4	-8	-1	-4	1	-1	-17	-5	-27[20 µM]
OC1(c2ccc3c(c2)OCO3)CCN(Cc2ccccn2)CC1	12&13	-7	-3	22	2	-10	-1	2	-20
CN(C)S(=O)(=O)c1cccc(NC(=S)NCCc2ccccn2)c1	-3	-5	3	3	5	3	1	0	-25
COc1ccc(C(=O)C[n+]2cn(C(F)F)c3ccccc32)c(F)c1	34	5	3	8	8	1	-2	1	-10
CN(C)CCCNc1nc(N)c([N+](=O)[O-])c(NCCO)n1	6	0	5	7	-3	-11	-64	-2	-9
NS(=O)(=O)c1ccc(NC(=S)N2CCN(c3ccc(Cl)c(Cl)c3)CC2)cc1	9	0	6	19	8	5	30	3	-13
COc1ccc(CN2CCC(C(=O)N3CCCC(C)C3)CC2)cc1OC (stereo not given)	2	-5	1	9	2	-7	1	0	-21
CCOc1ccc(NC(=O)CCN2CCN(c3ccccc3F)CC2)cc1	6	-4	-5	-16	1	-1	-7	1	-2[20 µM]
Cc1ccc(NC(=O)c2ccc(Cn3cc([N+](=O)[O-])cn3)cc2)c(C)c1	7	-4	-1	25	2	-6	0	-2	-18
O=C(O)C1CCCN1c1nc(C(F)(F)F)nc2ccccc12 (stereo not given)	3	3	2	-4	12	-6	-5	4	-11
C=CCN(CC=C)CCCOc1ccc(C)cc1OC	9	1	3	10	-2	-16	-1	-2	-17
Cc1ccn2c(Nc3ccc4c(c3)OCO4)c(-c3ccc(O)cc3)nc2c1	9	17*	0	14	0	-1	-14	1	1
O=C(NC12CC3CC(CC(C3)C1)C2)c1cc([N+](=O)[O-])ccc1N1CCOCC1	5	6	1	10	3	x	-8	1	-33
CCOc1ccc(OCC)c(NC(=O)Nc2ccc3c(c2)N(C)C(=O)CS3)c1	38	1	-5	23	2	-149	-4	1	-14
CN(C(=O)/C=C/c1ccco1)c1ccccc1C(=O)O	7	17*	5	-16	2	-15	-12	-4	-11
CN(C)CCNC(=O)c1cccc(S(=O)(=O)Nc2ccc(F)cc2)c1	5	-9	2	-13	3	-16	-3	0	-11
Clc1ccc(Br)cc1-c1nc(-c2cccnc2)no1	x	-7	2	x	-2	x	1	-3	-10[20 µM]
CC(C)(C)c1ccc(N2C(=O)CC(C/C=C/c3ccccc3)C2=O)cc1 (stereo not given)	4	1	6	10	0	-6	-3	-5	-17
O=C(NC(=S)NCC1CCCO1)c1ccc(Br)o1 (stereo not given)	12	4	1	-1	-3	1	-2	-5	-15
CCOC(=O)c1nn(-c2sc(C(=O)OC)c(C)c2C(=O)OC)cc1O	8	2	-2	22	6	-14	-11	4	-1[20 µM]
CSCCNCc1cn(-c2ccc(F)cc2F)nc1-c1ccccc1C	4	5	3	7	5	31*	3	1	-3
COc1ccc(-n2c3c(cc(C(=O)NCc4ccco4)c2=O)C(=O)CC(C)(C)C3)cc1	6	-8	-7	15	5	4	-16	6	5
COc1ccccc1/C=N/NC(=O)C(C)Cn1cnc2ccccc21 (stereo not given)	8	-2	2	10	2	-11	-14	-5	-17
COC(=O)[C@@H]1C[C@H]1[C@@H](NS(=O)(=O)c1ccccc1)c1ccccc1	9	-12	-6	-5	5	-3	-1	4	-12
Cc1ccc(C(C(=O)NC2CCCCC2)N(Cc2ccco2)C(=O)Cc2c[nH]c3ccccc23)o1 (stereo not given)	5	-4	0	20	0	-25	8	-2	-8[20 µM]
CCOC(=O)CN(C(=O)CN1CCC(n2nnc3cc(C)ccc32)CC1)c1ccccc1	9&9	-1	-2	42	3	-5	-11	-1	-16[20 µM]
COc1ccc(-c2csc(/C=C/c3ccc4c(c3)OCO4)n2)cc1OC	9	3	4	2	7	-3	-16	-2	-10
CC(C)(C)c1csc(NC2=NS(=O)(=O)c3ccccc32)n1	10	12	8	41	4	-5	-15	-2	-6[20 µM]
CC(C)(C)c1ccc(S(=O)(=O)Nc2ccc(Cc3ccncc3)cc2)cc1	8	-6	-1	16	8	-27	7	0	-15
c1ccc(-c2ccccc2OCCN2CCOCC2)cc1	5	-5	7	5	2	3	0	-6	-32
CC(=O)Nc1ccc(S(=O)(=O)Nc2ccc(S(=O)(=O)N3CCCCCC3)cc2)cc1	12	-3	-2	15	9	-15	-2	4	-20[20 µM]
Cc1ccc(S(=O)(=O)N2CCC(C(=O)NNS(=O)(=O)c3ccc(Cl)cc3)CC2)cc1	10	-6	4	7	6	1	2	-5	-19[20 µM]
CC(C)CNC(=O)COC(=O)CCC(=O)c1ccc(F)cc1	5	-2	1	19	4	-8	-4	-5	-19[20 µM]
COC(=O)c1ccccc1NC(=O)COC(=O)c1ccccc1N=Nc1ccc(N(C)C)cc1	8	0	1	3	3	-20	-1	-3	-17
O=c1cc(CS(=O)(=O)c2ccccc2)nc(-c2ccncc2)[nH]1	2	-9	0	0	2	-4	-2	3	-13

Random excerpt: 3 entries already listed.
Compound	PGE2 EP2 inh	RBBP9 inh	p97 inhibitor	PPC-1+TRAIL kill	BaF3 parental	NCF1 inh	Tb hexokinase	Ba/F3 V617F tox	Furin inhibitor
CCN(CCCNC(=O)C1CCN(S(=O)(=O)c2cnc[nH]2)CC1)c1ccccc1	4	-7	3	-3	2	-10	-5	0	-25[20 µM]
O=c1cc(CS(=O)(=O)c2ccccc2)nc(-c2ccncc2)[nH]1	2	-9	0	0	2	-4	-2	3	-13
CC(C)(C)c1ccc(N2C(=O)CC(C/C=C/c3ccccc3)C2=O)cc1 (stereo not given)	4	1	6	10	0	-6	-3	-5	-17

New compounds follow:
Compound	PGE2 EP2 inh	RBBP9 inh	p97 inhibitor	PPC-1+TRAIL kill	BaF3 parental	NCF1 inh	Tb hexokinase	Ba/F3 V617F tox	Furin inhibitor
COc1ccccc1N1CCN(/N=C\c2ccc(C)o2)CC1	8	3	2	29	1	-6	-4	-5	-17[20 µM]
CC(NC(=S)Nc1ccc(OC(F)F)cc1OC(F)F)C(C)(C)C (stereo not given)	0	1	1	0	4	-6	2	0	-14
CCOc1ccc(-n2nc3c(-n4ncc(C#N)c4N)nnc(C)c3c2C)cc1	x	-6	-5	x	2	x	1	1	-8[20 µM]
O=C(N/N=C/C=C/c1ccco1)c1cccnc1	3	-7	3	18	3	-40	-98	1	12[20 µM]
Cc1ccc2cn[nH]c2c1NC(=S)NC(=O)c1ccccc1	19	-8	3	9	6	-14	4	-3	-26[20 µM]
CC1=C(C(=O)OCC2CCCO2)C(c2ccc(C)cc2)C2=C(CC(C)(C)CC2=O)N1 (stereo not given)	5	-4	-3	0	3	-19	-5	3	-11
CCCN1CNC(=S)N(c2ccccc2C)C1	2	-7	4	6	1	-13	-2	0	-21
COc1nc(NC(C)=O)nc(C)c1Br	3	-7	0	18	4	-14	-4	-1	-23[20 µM]
Cc1ccc(-n2c(=S)[nH]c3c(oc4ccccc43)c2=O)cc1	14	-8	-1	1	3	-3	-11	-1	-10
CCO/C=C1/C(=O)N(CC)c2ccccc21	x	-2	-4	1	-1	-9	2	0	-13
CCC(Sc1nc(C)cc(C)n1)C(=O)NC1=NN=C(c2ccc(C)cc2)CS1 (stereo not given)	5	-7	3	4	2	-13	-7	-2	-9[20 µM]
Cc1cc(-c2n[nH]c(=S)n2/N=C/c2sccc2C)n[nH]1	3	0	5	10	-2	5	-9	-4	-19
CCCCCC1(C)NC(=S)N(c2ccccc2)N1 (stereo not given)	2	-11	4	x	2	-8	0	1	-33
C/C(=N\Nc1ccccn1)c1ccc(C#N)cc1	2	-8	-2	10	2	-2	-26	5	-14
Cn1nnnc1SCC(=O)N1CCN(S(=O)(=O)c2ccccc2)CC1	2	4	4	25	0	4	-10	-3	-6
C=CCNC(=O)CSc1ccc(Cl)cc1	9	-7	2	12	1	-6	0	1	-128[20 µM]
C/C(N)=C(/C#N)C(=O)COC(=O)c1ccc(NC(N)=O)cc1	3	1	4	-4	-4	-14	-1	0	-25
c1ccc(CCc2nc(-c3ccccc3)no2)cc1	4	0	10	31	-1	-11	4	-3	-23[20 µM]
CCOC(=O)N1CCN(C(=O)Nc2ccc3nc(C)sc3c2)CC1	18	-3	10	16	4	-14	0	3	-21[20 µM]
O=C(Nc1ccc2c(c1)OCO2)c1cc2n(n1)C(C(F)(F)F)CC(c1ccccc1)N2 (stereo not given)	4	-1	2	9	-2	9	-5	-3	-26
COc1ccc(NC(=S)Nc2ccc(S(N)(=O)=O)cc2)c(C)c1	4	-8	4	-12	3	-7	2	-2	-27

Molecules above containing a nitro group on carbon, in the order listed:
Compound	PGE2 EP2 inh	RBBP9 inh	p97 inhibitor	PPC-1+TRAIL kill	BaF3 parental	NCF1 inh	Tb hexokinase	Ba/F3 V617F tox	Furin inhibitor
CN(C)CCCNc1nc(N)c([N+](=O)[O-])c(NCCO)n1	6	0	5	7	-3	-11	-64	-2	-9
Cc1ccc(NC(=O)c2ccc(Cn3cc([N+](=O)[O-])cn3)cc2)c(C)c1	7	-4	-1	25	2	-6	0	-2	-18
O=C(NC12CC3CC(CC(C3)C1)C2)c1cc([N+](=O)[O-])ccc1N1CCOCC1	5	6	1	10	3	x	-8	1	-33

Single values from above.
Under Tb hexokinase, `CC1=C(C(=O)OCC2CCCO2)C(c2ccc(C)cc2)C2=C(CC(C)(C)CC2=O)N1` (stereo not given) is listed with -5
Under Tb hexokinase, `CCCCCC1(C)NC(=S)N(c2ccccc2)N1` (stereo not given) is listed with 0

Source: PubChem (several laboratories)

This is a subset; the hit share may differ from the screen's.
